M. tuberculosis = growth inhibition of non-replicating M. tuberculosis (AID 488890); Mycobacterium tuberculosis non-replicating, growth inhibition; higher % means a stronger effect; inhibition, % at 25 µM, or IC50 in µM where a hit was titrated; 320,000 tested, 0.39% active; in the data active = a potency from the dose series;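 note: plate controls were DMSO cells for no effect and high antibiotic wells for full effect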
VEEV TC-83 Vero = inhibitors of VEEV TC-83 cytopathic effect, confirmation, Vero cells (AID 588727) | Vero cells, VEEV TC-83 cytopathic effect inhibition; higher % means a stronger effect | 350,000 tested, 0.13% active | one-dose inhibition, % at 20 µM; IC50 in µM for titrated hits; in the data active = a potency from the dose series; note: strong numbers were not always called active
PhoP GFP inhibition = PhoP regulon inhibitors, Salmonella typhi PhoP promoter GFP reporter, confirmatory (AID 1850) | Salmonella Typhi PhoP-promoter GFP reporter, fluorescence, 4 h; higher % means a stronger effect | one-dose inhibition, % at 50 µM; IC50 in µM for titrated hits | 310,000 tested, 0.33% active; in the data active = a potency from the dose series;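 note: 0% = induced wells with vehicle and 100% = uninduced wells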
influenza NS1A = H1N1 influenza NS1A inhibitors, functional cell based assay (AID 504329). inhibition, % at 12.5 µM; hits with a dose series show IC50 in µM. NS1A functional cell-based assay, percent inhibition; higher % means a stronger effect. 340,000 tested, 0.3% active; in the data active = a potency from the dose series; note: strong numbers were not always called active
M. tuberculosis HTS = M. tuberculosis growth inhibition, HTS (AID 449762); M. tuberculosis H37Rv growth inhibition, 7H9 media; higher % means a stronger effect; one-dose inhibition, % at 25 µM; IC50 in µM for titrated hits; 330,000 tested, 0.59% active; in the data active = a potency from the dose series;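 note: bacterial growth assessed after seven days of incubation; strong numbers were not always called active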
VEEV TC-83 Vero 10K pilot screen = second read-out of VEEV TC-83 Vero, no call of its own (marks repeat the call); inhibition, %; measured here: 10K pilot screen inhibition
The depositor's hits bear a star; i = inactive; x = not tested or not shown.

SMILES | M. tuberculosis | VEEV TC-83 Vero | PhoP GFP inhibition | influenza NS1A | M. tuberculosis HTS | others
Cc1c(C(=O)N2CCCC2)oc2c1-c1nn(CC(=O)NCCCOC(C)C)cc1CC2 | 3% | 1.9% | -21% | 4% | 3%
Cc1nc(-c2ccccc2)nc2[nH]c(C(C)C)cc(=O)c12 | 2% | 2.1% | -4% | 4% | -12%
O=C1[C@H](c2ccccc2)[C@@H](c2ccccc2)N1c1ccncc1 | x | 1.3% | x | -2% | x
CCOCCCNC(=O)C1(O)c2ccccc2NC(=O)N1c1ccc(C)c(C)c1 (stereo not given) | -4% | 0.3% | -15% | -13% | 7%
COc1ccccc1CNC(=O)COC(=O)C1CC1 | 28% | i | x | -2% | 9%
O=C(CN1C(=O)C2C3CCC(C3)C2C1=O)OCC(=O)c1ccccc1 (stereo not given) | -20% | 0.4% | -10% | -9% | -7%
O=C(CS(=O)(=O)c1cn(CC(=O)N2CCCC2)c2ccccc12)Nc1ccccc1 | -4% | 9.2% | -5% | -8% | -4%
O=C(N1CCCC1)C12CC3CC(C1)CC(C(=O)N1CCCC1)(C3)C2 | -31% | i | 5% | 10% | -10%
COc1ccc(C2c3ccsc3CCN2C(C)=O)cc1 (stereo not given) | 0% | 1.3% | 11% | -7% | -10%
O=C(CCNC(=O)c1ccccc1Cl)NCC1CCCO1 (stereo not given) | -12% | 1.3% | 3% | -11% | -8%
COc1ccc(-c2nnc(NC(=O)C(C)C)o2)cc1 | x | 0.9% | 0% | -3% | 13%
c1ccc(C2Nc3cccc4cccc(c34)N2)cc1 | 8% | 0.4% | -3% | 5% | 12%
O=C(CNC(=O)c1ccco1)OCc1ccc(C(=O)c2ccccc2)cc1 | 75% | 0.8% | -14% | 3% | 14%
CC1(C)CC(CC(=O)Nc2ccc([N+](=O)[O-])cc2)C(=O)O1 (stereo not given) | -10% | 0.7% | 8% | 3% | 9%
O=C(CCCn1c(=O)oc2ccccc21)N1CCc2ccccc2C1 | 5% | 1.3% | -5% | 2% | 4%
CCOC(=O)c1ccc(N2C(=O)C(O)=C(C(C)=O)C2c2ccc(O)c(OC)c2)cc1 (stereo not given) | 8% | 1.3% | -1% | 8% | -13%
COc1ccc(C2(c3ccc(OC)cc3)NC(=O)N(CC(=O)Nc3ccc(C(=O)N(C)C)cc3)C2=O)cc1 | 21% | 6.8% | 3% | 13% | -2%
CN1C/C(=C/c2cccs2)C(=O)/C(=C\c2cccs2)C1 | 19% | 1.9% | -19% | 11% | 6%
O=C(N/N=C/c1cccc(O)c1)c1ccc(NC(=O)c2cccc([N+](=O)[O-])c2)cc1 | 53% | 0.8% | -2% | 4% | 5% | VEEV TC-83 Vero 10K pilot screen=3.2
CC(C)[C@@H]1COC(c2cccc(C3=N[C@H](C(C)C)CO3)n2)=N1 | -13% | i | -4% | -29% | -5%
COc1ccccc1Cn1c(C)nnc1-c1cnn(C)c1N | 2% | 2.4% | -2% | 1% | 0%
CCCN1CCN(C(=O)C(C)n2nc(C)c3sc4ccccc4c3c2=O)CC1 (stereo not given) | 19% | i | 1% | -1% | 0%
CC(NCC(=O)Nc1cc(S(=O)(=O)N2CCCCCC2)ccc1Cl)c1ccccc1 (stereo not given) | 26% | 1.8% | -22% | 0% | -3%
COc1cccc(C(=O)COc2ccccc2-c2ccccc2)c1 | 23% | 0.7% | -7% | -14% | -1%
O=C(c1ccc(S(=O)(=O)N2CCCCCC2)cc1)N1CCN(Cc2ccccc2)CC1 | 25% | 2.3% | x | -4% | -3%
COc1ccc(/C=C2\SC(=O)N(CCCC(=O)Nc3ccc(C(=O)O)cc3)C2=O)cc1OC | 8% | 8.1% | 4% | -11% | -3%
O=c1c2[nH]c3ccc(F)cc3c2ncn1Cc1ccncc1 | 3% | 1.5% | 16% | -22% | 2%
CCOc1ccc(CN2CCN(Cc3ccc4cc(F)ccc4n3)CC2CCO)cc1 (stereo not given) | 41% | i | -3% | 2% | 8%
CCOC(=O)C1CC(c2ccc(Cl)cc2)=NNC1=O (stereo not given) | -15% | 1.0% | -4% | 2% | -2%
O=C(CN(C1CCCCC1)S(=O)(=O)c1ccc(F)cc1)NCC1CCCO1 (stereo not given) | x | i | x | -11% | x

Structures above that have four or more nitrogen atoms (six):
SMILES | M. tuberculosis | VEEV TC-83 Vero | PhoP GFP inhibition | influenza NS1A | M. tuberculosis HTS | others
Cc1c(C(=O)N2CCCC2)oc2c1-c1nn(CC(=O)NCCCOC(C)C)cc1CC2 | 3% | 1.9% | -21% | 4% | 3%
COc1ccc(C2(c3ccc(OC)cc3)NC(=O)N(CC(=O)Nc3ccc(C(=O)N(C)C)cc3)C2=O)cc1 | 21% | 6.8% | 3% | 13% | -2%
O=C(N/N=C/c1cccc(O)c1)c1ccc(NC(=O)c2cccc([N+](=O)[O-])c2)cc1 | 53% | 0.8% | -2% | 4% | 5% | VEEV TC-83 Vero 10K pilot screen=3.2
COc1ccccc1Cn1c(C)nnc1-c1cnn(C)c1N | 2% | 2.4% | -2% | 1% | 0%
CCCN1CCN(C(=O)C(C)n2nc(C)c3sc4ccccc4c3c2=O)CC1 (stereo not given) | 19% | i | 1% | -1% | 0%
O=c1c2[nH]c3ccc(F)cc3c2ncn1Cc1ccncc1 | 3% | 1.5% | 16% | -22% | 2%

The listing picks up, repeating the 6 entries before the break.
SMILES | M. tuberculosis | VEEV TC-83 Vero | PhoP GFP inhibition | influenza NS1A | M. tuberculosis HTS | others
O=C(c1ccc(S(=O)(=O)N2CCCCCC2)cc1)N1CCN(Cc2ccccc2)CC1 | 25% | 2.3% | x | -4% | -3%
COc1ccc(/C=C2\SC(=O)N(CCCC(=O)Nc3ccc(C(=O)O)cc3)C2=O)cc1OC | 8% | 8.1% | 4% | -11% | -3%
O=c1c2[nH]c3ccc(F)cc3c2ncn1Cc1ccncc1 | 3% | 1.5% | 16% | -22% | 2%
CCOc1ccc(CN2CCN(Cc3ccc4cc(F)ccc4n3)CC2CCO)cc1 (stereo not given) | 41% | i | -3% | 2% | 8%
CCOC(=O)C1CC(c2ccc(Cl)cc2)=NNC1=O (stereo not given) | -15% | 1.0% | -4% | 2% | -2%
O=C(CN(C1CCCCC1)S(=O)(=O)c1ccc(F)cc1)NCC1CCCO1 (stereo not given) | x | i | x | -11% | x
O=C(NCc1nnnn1-c1ccc(F)cc1)C1CC(=O)N(c2ccc(F)cc2)C1 (stereo not given) | -10% | 2.8% | -2% | -5% | -3%
CCCC1(C(=O)O)NC(c2ccccc2O)C2C(=O)N(Cc3ccccc3)C(=O)C21 (stereo not given) | -12% | 0.2% | -3% | -2% | -4%
O=C(O)CS(=O)CC(=O)NCc1cccc(C(F)(F)F)c1 (stereo not given) | -2% | 0.3% | -3% | -7% | 4%
NC(=O)CC(NC(=O)Cc1ccc(Cl)cc1)c1ccc(NCc2ccccc2)c([N+](=O)[O-])c1 (stereo not given) | -6% | 0.0% | -6% | -12% | 4%
CNC(=O)COC(=O)c1ccccc1Oc1ccccc1 | 6% | 2.5% | 13% | -1% | -24%
O=C(CSc1nnc(-c2cccnc2)n1Cc1ccccc1)NCc1ccccc1 | 0% | 0.4% | 2% | 5% | 1%
